A549 tox: Nrf2 qHTS screen for inhibitors: counterscreen for cytotoxicity; A549 ARE-Fluc cells, CellTiter-Fluor viability, 18-24 h; Potency, µM (top dose mostly 46 µM), for the others: top-dose activity change, negative = cytotoxicity, hits mostly inhibitors; 0.16% of 390,000 active; AID 504648, 2011; also: potency is read from the fitted curve at half-maximal effect; % is scaled to controls: 0 for no effect and ±100 for the full control effect
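A549 ARE_Fluc cells in 5% FBS OPTI-MEM were exposed to compounds in concentration-response for 18-24 h at 37 deg C. Viability was read by CellTiter-Fluor fluorescence (Ex 405/Em 525) after 30 min, before the luciferase read.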
CCT modulator: High-Throughput Screening for Modulators of Cytosolic Chaperonin Activity. 0.3% of 360,000 active. AID 651819, 2012. purified chaperonin ATPase assay, HTRF ADP detection, 30 min. activity change, % (no concentration beside the values), hits read low; in the data active = activity change below about -30%; also: % is scaled to controls: 0 for no effect and ±100 for the full control effect
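Enzyme 40 or 20 nM (batch-dependent) in Tris pH 7.4/KCl/MgCl2/DTT; cpd 76 uM single point; ATP 10 uM; 30 min 37 °C; Transcreener ADP HTRF detection, 30 min RT; ratio 665/615.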
HepG2 viability: qHTS for Inhibitors of TGF-b: Cytotox Counterscreen; HepG2 CAGA-GFP viability, ATP luminescence, 18 h; Potency, µM (doses to about 46.1 µM), inactives show at the top dose activity change, negative = cytotoxicity, usual class: cytotoxic; 0.76% of 410,000 active; AID 588856, 2011; also: potency is read from the fitted curve at half-maximal effect; some results filed as inactive show a strong effect at the top dose
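HepG2 CAGA-GFP cells (1000/well, DMEM with 1% FBS) received compound, then TGF-beta at 500 pg/mL final, and were incubated 18 hours at 37 degrees C. Viability was read by CellTiter-Glo luminescence. Media-only wells were set as complete cell-killing and DMSO as no toxicity.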
TGFb inhibitor: qHTS for Inhibitors of TGF-b. HepG2 CAGA-GFP TGF-b/SMAD3 reporter, GFP fluorescence, 18 h; TGF-beta stimulated, 500 pg/mL final. Potency, µM (titrated, usually from 46.1 µM), without a hit: at the top dose activity, negative = inhibition, most hits filed as inhibitors. 1.2% of 410,000 active; also: potency is read from the fitted curve at half-maximal effect; % is scaled to controls: 0 for no effect and ±100 for the full control effect; nearly all actives have a fitted effect of over 65% in size
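Smad-responsive CAGA-GFP expression was quantified in HEPG2 cells exposed to compounds and 500 pg/mL final TGF-beta for 18 h at 37 degrees C; unstimulated wells defined full inhibition.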
Akt phos inh: HTS Assay for Inhibitors of Akt Phophorylation: Primary Screen. Neuro2A IGF-stimulated pAkt S473 HTRF, 20 min; stronger effect = lower value. activity change, % for hits at 50 µM. 0.32% of 360,000 active; in the data active = activity change below about -80%; inconclusive = mostly about -51% to -80%; also: % is scaled to controls: 0 for no effect and ±100 for the full control effect
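Single-point screen (50 µM final compound) in Neuro2A cells stimulated 20 min with 6 nM IGF at 37 deg C. After lysis, Ser473-phosphorylated Akt read by HTRF (ex 330 nm, em 615/665 nm) as the 665/615 ratio.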
Mm-Cpn inhibitor: Inhibitors of TCP-1 ring complex (TRiC) of Methanococcus maripaludis (MmCpn): qHTS. Chaperonin Mm-Cpn (Methanococcus maripaludis). purified Mm-Cpn ATPase, ADP Transcreener TR-FRET. Potency, µM (titrated, usually from 76.9 µM), inactives show top-dose activity, negative = inhibition, hits mostly inhibitors. 0.031% of 330,000 active; also: potency is read from the fitted curve at half-maximal effect; % is scaled to controls: 0 for no effect and ±100 for the full control effect; nearly all actives have a fitted effect of over 80% in size
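25 nM Mm-CPN + cpd, 10 min 37°C; + 10 uM ATP, 30 min 37°C; buffer 30 mM Tris pH 7.4, 100 mM KCl, 5 mM MgCl2, 1 mM DTT; Transcreener ADP HTRF detection 30 min RT.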
Nrf2 inh: Nrf2 qHTS screen for inhibitors. A549 ARE-Fluc reporter, luciferase luminescence, 18-24 h. Potency, µM (titrated, usually from 46 µM), inactives show at the highest dose activity change, negative = inhibition, hits mostly inhibitors. 2.1% of 360,000 active. AID 504444, 2011; also: potency is read from the fitted curve at half-maximal effect; % is scaled to controls: 0 for no effect and ±100 for the full control effect; nearly all actives have a fitted effect of over 60% in size
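A549 ARE_Fluc cells (5000/well, 5% FBS OPTI-MEM) pre-incubated 2 h, then treated with compounds 18-24 h at 37C/5% CO2 in concentration-response. CellTiter-Fluor viability read first; BugLite luciferase luminescence after 15 min at room temperature gives Nrf2 activity.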
S2 tox: Viability Counterscreen for Primary qHTS for Inhibitors of ATXN expression; S2 cells (HEK-293 line with an ATXN2-luciferase reporter) viability, CellTiter-Fluor protease fluorescence, 24 h; Potency, µM (doses to about 56.7 µM), usual class: cytotoxic; 0.49% of 400,000 active; AID 651635, 2014; also: potency is read from the fitted curve at half-maximal effect; nearly all actives have a fitted effect of over 40% in size
Nrf2 activator: qHTS of Nrf2 Activators; AREc32 ARE-luciferase reporter (MCF7-derived line), luminescence, 24 h; Potency, µM (top dose mostly 46.1 µM), for the others: at the top dose activation, hits mostly activators; 0.31% of 410,000 active; also: potency is read from the fitted curve at half-maximal effect; % of control where 0% means no effect; nearly all actives have a fitted effect of over 65% in size
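Luciferase luminescence (Steady-Glo, 30 min at room temperature) served as the read-out of ARE activation in AREc32 cells treated with compounds for 24 hr at 37 deg C.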
* marks the source's active call; other numbers are inactive results; i = inactive; ? = inconclusive; · = no result given; & = joins results of further samples; [ ] = remark or other dose. Unless noted, calls follow the shape of the dose curve; as a rule, active = well fitted curve in the direction sought with a large enough effect; inconclusive = small, poorly fitted or top-dose-only effect, or another doubt; inactive = no such curve, though single readings can be large; an effect the other way counts as inactive or inconclusive. Rows were taken by chance; overall some 4.4% were active at least once.

no.	canonical_smiles	CCT modulator	Nrf2 inh	Akt phos inh	HepG2 viability	S2 tox
1	Cc1cccc(N2CCN(C(=O)CN3CCOc4ccccc43)CC2C)c1 (centres undefined)	-2.9	-23%	i	-20%	?
2	Cc1cc(NC(=O)c2ccc(C)s2)n(-c2ccccc2)n1	-0.4	10%	i	13%	i
3	CCN(c1ccccc1)S(=O)(=O)c1ccc(C(=O)Nc2nccs2)cc1	-5.3	4%	i	0%	i
4	COc1cccc(CN2CC(C(=O)NCc3ccc(Cl)s3)CCC2=O)c1 (centres undefined)	-0.3	3%	i	-3%	i
5	Cc1cc(C)c(OCCCCN2CCNCC2)c(C)c1	-0.4	7%	i	-22%	i
6	O=C(NCCCN1CCCC1=O)c1ccc(NS(=O)(=O)c2ccccc2)cc1	2.0	-9%	i	7%	i
7	Cc1ccc(-c2cc(C(=O)NCCCN3CCOCC3)no2)cc1	0.7	?	i	-1%	i
8	O=C(c1cn(-c2ccccc2)nc1-c1cccs1)N1CCOCC1	-2.3	6%	i	-28%	i
9	Cc1ccccc1NC(=O)NCC1CCN(C(=O)OC(C)(C)C)CC1	-0.3	2%	i	-46%	i
10	CCCCC(=O)N1C/C=C\[C@H](c2ccc(OC)cc2)N(Cc2ccc(F)cc2)C(=O)[C@@H]1C	-1.9	-5%	i	-19%	?

no.	Mm-Cpn inhibitor	Nrf2 activator	A549 tox	TGFb inhibitor
1	1%	4.3%	28%	-7%
2	0%	-0.1%	0%	3%
3	-2%	5.2%	2%	10%
4	0%	0.2%	-2%	-7%
5	-2%	0.2%	9%	?
6	-1%	-0.4%	6%	-13%
7	0%	-2.3%	-3%	-2%
8	2%	0.2%	-3%	-2%
9	0%	-0.2%	-3%	?
10	·	0.5%	-12%	-19%

The list continues:
no.	canonical_smiles	CCT modulator	Nrf2 inh	Akt phos inh	HepG2 viability	S2 tox
11	CC(C)(C)C(=O)Nc1c2c(nn1-c1ccccc1)CSC2	1.2	11%	·	-34%	i
12	Cc1ccc(-n2nnc3c(=O)n(Cc4cc(C)ccc4C)cnc32)cc1	0.8	?	i	-36%	i
13	Cc1ccccc1C(=O)NNc1ccc(-c2csnn2)cc1	1.2	-2%	i	-11%	i
14	O=C1c2ccc(Br)cc2C(=O)N1c1ccc(Cl)cn1	-3.0	-7%	i	3%	i
15	O=C(O)CCCCCN1C(=O)c2ccc(C(=O)O)cc2C1=O	-0.5	2%	i	-2%	i
16	O=C(O)CC(NC(=O)CCC1CCCCC1)c1cc([N+](=O)[O-])ccc1Cl (centres undefined)	0.4	0%	i	-41%	i
17	CC1(c2ccc(Cl)cc2)NC(=O)N(CN2CCOCC2)C1=O (centres undefined)	0.3	3%	i	13%	i
18	Cc1ccc(-n2nc3ccc(N)cc3n2)cc1Cl	0.3	?	i	-9%	i
19	Cc1nnc(NC(=O)CSc2nc(C3CCCCC3)nc3ccccc23)s1	-5.6	8%	i	2%	?
20	Cc1cc(C)c2c(=O)[nH]c(SCC(=O)c3ccc(C)c(C)c3)nc2n1	-1.0	0%	i	-12%	i

no.	Mm-Cpn inhibitor	Nrf2 activator	A549 tox	TGFb inhibitor
11	-1%	0.0%	-4%	-12%
12	0%	-0.8%	-6%	-21%
13	-3%	-0.2%	-6%	-18%
14	-2%	-0.3%	-7%	1%
15	1%	-0.7%	-7%	?
16	-1%	0.2%	-1%	?
17	-4%	0.4%	1%	1%
18	-5%	0.4%	0%	0%
19	-1%	0.5%	25%	4%
20	-9%	4.9%	13%	-23%

Further records:
no.	canonical_smiles	CCT modulator	Nrf2 inh	Akt phos inh	HepG2 viability	S2 tox
21	CCOC(=O)Nc1ccc2c(c1)OCO2	1.9	?	i	-25%	i
22	Cc1ccc(C(=O)NNC(=O)c2ccco2)cc1	-0.5	8%	i	13%	i
23	Cc1cc(C)n2ncc(/C(N)=N/OC(=O)c3ccccc3F)c2n1	3.3	?	i	-28%	i
24	COCCNC(=O)c1ccc2nc(Cc3ccccc3)oc2c1	·	·	·	-7%	i
25	COc1ccc(NC(=O)c2cccc(NS(=O)(=O)c3ccccc3)c2)cc1	-0.1	-21%	i	-17%	?
26	CCOC(=O)c1ccc(NC(=S)NC(=O)c2cncc(Br)c2)cc1	1.9	-1%	i	8%	i
27	c1ccc(-c2noc(CN3CCc4sccc4C3)n2)cc1	0.7	8%	i	-23%	i
28	COc1ccc(C(CNC(=O)c2ccc(S(=O)(=O)N(C)C)cc2)N2CCCCC2)cc1 (centres undefined)	3.1	9%	i	-12%	i
29	C[C@H](CO)N1C[C@H](C)[C@@H](CN(C)Cc2ccncc2)Oc2c(NS(=O)(=O)c3ccc(F)cc3)cccc2C1=O	2.5	9%	i	-14%	i
30	CC/C(=N/Nc1cccc(C)c1)c1cnnc(SC)n1	-1.1	-9%	i	-17%	?

no.	Mm-Cpn inhibitor	Nrf2 activator	A549 tox	TGFb inhibitor
21	1%	0.7%	1%	5%
22	-3%	-0.1%	-1%	10%
23	?	12%	-1%	1%
24	·	0.2%	7%	3%
25	4%	0.3%	0%	-10%
26	1%	-0.1%	1%	4%
27	0%	3.3%	-2%	18%
28	0%	-0.5%	0%	2%
29	-8%	0.4%	10%	-1%
30	2%	6.9%	-7%	-13%

4 compounds from above, sorted by the number in CCT modulator, low to high:
cpd	Structure	CCT modulator	Akt phos inh	Mm-Cpn inhibitor	Nrf2 activator	TGFb inhibitor
22	Cc1ccc(C(=O)NNC(=O)c2ccco2)cc1	-0.5	i	-3%	-0.1%	10%
25	COc1ccc(NC(=O)c2cccc(NS(=O)(=O)c3ccccc3)c2)cc1	-0.1	i	4%	0.3%	-10%
26	CCOC(=O)c1ccc(NC(=S)NC(=O)c2cncc(Br)c2)cc1	1.9	i	1%	-0.1%	4%
28	COc1ccc(C(CNC(=O)c2ccc(S(=O)(=O)N(C)C)cc2)N2CCCCC2)cc1 (centres undefined)	3.1	i	0%	-0.5%	2%

Going on with the list.
no.	canonical_smiles	CCT modulator	Nrf2 inh	Akt phos inh	HepG2 viability	S2 tox
31	O=C(OCC1CCCO1)c1ccc2c(c1)N(Cc1cccc(Cl)c1)C(=O)c1ccccc1S2(=O)=O (centres undefined)	·	?	·	-6%	i
32	Cc1cnn(C(=O)Cn2nc(C(F)F)c(Br)c2C)c1	-0.8	8%	i	6%	i
33	Cc1ccc(-n2c3c(c(=O)[nH]c2=O)C(NS(=O)(=O)c2ccc(C)cc2)(C(F)(F)F)C(=O)N3)cc1 (centres undefined)	-0.2	0%&-1%	i	10%&11%	i
34	COc1cc(/C=C(\C#N)C(=O)N2CCOCC2)cc(Br)c1O	0.2	7%	i	10%	?
35	O=C(C[C@@H]1C/C=C\C[C@H](NC(=O)OCC2c3ccccc3-c3ccccc32)C(=O)OC[C@H]2CCCN2C1=O)NCCO	-1.3	-15%	i	-52%	i
36	COc1cc(OC)cc(C(=O)Nc2ccc(-c3nc4ccccc4o3)cc2)c1	-0.6	-10%	i	-28%	i
37	Cc1cc(C)c(NC(=O)C(C)n2nc(C)c3sc4ccccc4c3c2=O)c(C)c1 (centres undefined)	·	?	·	0%	·
38	Cn1c(=O)n(C)c2cc(S(=O)(=O)Nc3ccc(F)cc3)ccc21	-2.4	9.2µM*	i	-9%	i
39	CC(Oc1ccccc1F)C(=O)NN (centres undefined)	1.1	13%	i	4%	i
40	CCN(C(=O)C1CCCO1)c1ccccc1 (centres undefined)	2.1	8%	i	-2%	i

no.	Mm-Cpn inhibitor	Nrf2 activator	A549 tox	TGFb inhibitor
31	·	2.8%	16%	-26%
32	-1%	-0.1%	3%	0%
33	-1%	-1.5%&-0.5%	1%&-5%	4%&6%
34	-4%	-0.1%	-3%	13%
35	1%	0.3%	-10%	?
36	-17%	4.6%	-14%	-2%
37	·	-0.6%	1%	?
38	1%	2.9%	-14%	9%
39	-2%	-0.2%	-1%	0%
40	2%	-0.8%[9.22 µM]	-4%	-2%

The listing continues:
no.	canonical_smiles	CCT modulator	Nrf2 inh	Akt phos inh	HepG2 viability	S2 tox
41	Cc1ccc(C)c(CN2CCC(CNC(=O)Nc3ccc(F)c(Cl)c3)CC2)c1	-0.2	-29%	i	18µM*	i
42	CCOC(=O)c1sc2nc(C(C)C)c3c(c2c1N)CCC3	-0.5	1%	i	-16%	i
43	CCOC(=O)C1CCCN(C(=O)Cn2ncc3c(C)n(Cc4ccccc4F)c(C)c3c2=O)C1 (centres undefined)	·	-4%	·	-62%	·
44	COC(=O)c1c(C)c(C)nc(N)c1C#N	-3.4	-14%	i	-7%	i
45	CN(Cc1ccccc1)C(=O)COC(=O)c1cc(Cl)nc(Cl)c1	-0.9	4%	i	10%	i
46	O=C(CCCCC(=O)Nc1ccccc1)Nc1ccccc1	-1.0	-8%	i	-24%	i

no.	Mm-Cpn inhibitor	Nrf2 activator	A549 tox	TGFb inhibitor
41	0%	-1.8%	-15%	?
42	0%	0.2%	8%	1%
43	·	0.8%	4%	?
44	-2%	-0.3%	-4%	-8%
45	-7%	-0.1%	5%	-1%
46	2%	0.2%	5%	3%

Compound activity (PubChem)
